p53 PUMA act – mutant p53 pathway reactivation; SW480 PUMA-promoter luciferase; 28,000 compounds, 1.5% hits; activation, % at 9.98 µM; in the data active means activation above about 52%
STK33 kin inh – blocks human STK33 kinase activity | ADP-Glo luminescence, MBP substrate | inhibition, % at 12.5 µM | 27,000 compounds, 0.44% hits | AID 2322; in the data active means inhibition above about 20%
Target sequence (Q9BYT3 whole entry, looked up): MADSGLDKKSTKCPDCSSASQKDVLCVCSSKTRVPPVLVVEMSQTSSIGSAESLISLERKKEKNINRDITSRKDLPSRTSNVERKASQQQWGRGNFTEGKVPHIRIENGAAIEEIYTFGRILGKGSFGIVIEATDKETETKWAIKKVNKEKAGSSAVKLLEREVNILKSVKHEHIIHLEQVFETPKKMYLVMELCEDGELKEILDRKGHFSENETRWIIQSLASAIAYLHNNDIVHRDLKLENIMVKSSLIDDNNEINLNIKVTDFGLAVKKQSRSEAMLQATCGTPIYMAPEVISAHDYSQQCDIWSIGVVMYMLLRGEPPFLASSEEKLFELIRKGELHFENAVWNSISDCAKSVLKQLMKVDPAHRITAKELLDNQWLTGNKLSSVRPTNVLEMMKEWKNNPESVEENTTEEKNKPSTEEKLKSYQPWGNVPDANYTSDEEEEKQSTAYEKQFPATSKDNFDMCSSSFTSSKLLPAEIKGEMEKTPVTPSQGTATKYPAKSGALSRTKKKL
* hit, by the source's call; · = not tested or not shown.

1: CNC[C@@H]1OCc2cnnn2CCCC(=O)N([C@@H](C)CO)C[C@@H]1C
2: C[C@@H]1CN([C@H](C)CO)C(=O)Cc2cc(NC(=O)C3CCCCC3)ccc2O[C@@H]1CN(C)CC1CCCCC1
3: C[C@H]1CN([C@@H](C)CO)C(=O)c2cc(NC(=O)Cc3cn(C)c4ccccc34)ccc2O[C@@H]1CN(C)S(C)(=O)=O
4: NC(=O)CSCC(=O)Nc1ccccc1F
5: C=C1C(=O)O[C@H]2C1[C@H](OC(=O)/C(C)=C/CO)C/C(C)=C\CC[C@@]1(C)OC21 (some centres not stated)
6: COc1ccc(N(C(C)C(=O)Nc2ccc(Br)cc2F)S(C)(=O)=O)cc1 (configuration not stated)
7: C[C@@H]1CN([C@@H](C)CO)S(=O)(=O)c2ccc(-c3cccnc3)cc2O[C@@H]1CN(C)C(=O)CC1CC1
8: C[C@@H]1CCCCO[C@H](CN(C)C(=O)Nc2ccccc2)[C@@H](C)CN([C@H](C)CO)C(=O)c2cc(NC(=O)Nc3ccc(F)cc3)ccc2O1
Compound	1	2	3	4	5	6	7	8
STK33 kin inh	0	-1	1	0	2	-3	·	-2
p53 PUMA act	·	-3	·	6	·	-3	-10	·

9: C[C@@H]1CN([C@H](C)CO)C(=O)CCCn2cc(nn2)CO[C@@H]1CN(C)C(=O)Nc1ccccc1F
10: C[C@@H]1CN([C@H](C)CO)C(=O)Cc2cc(NC(=O)c3ccncc3)ccc2O[C@@H]1CN(C)S(=O)(=O)c1ccccc1
11: O=C(COc1ccccc1)Nc1ccc2oc(-c3cccc(Cl)c3)nc2c1
12: Cn1c(CN2C(=O)CSc3ccc(C(F)(F)F)cc32)nnc1SCc1ccccc1
13: CCC(Sc1nc2ccccc2[nH]1)C(=O)Nc1ccc(NC(C)=O)cc1 (configuration not stated)
14: C[C@H]1CN([C@@H](C)CO)C(=O)Cc2cc(NS(C)(=O)=O)ccc2O[C@H]1CN(C)C(=O)Nc1ccc(C(F)(F)F)cc1
15: C[C@H]1CN([C@@H](C)CO)C(=O)c2cc(NS(=O)(=O)c3ccc(Cl)cc3)ccc2O[C@H]1CN(C)S(=O)(=O)c1ccc(Cl)cc1
16: O=C(c1ccc(NCc2cccnc2)c([N+](=O)[O-])c1)N1CCCCC1
Compound	9	10	11	12	13	14	15	16
STK33 kin inh	-5	4	6	·	6	3	5	3
p53 PUMA act	-2	0	50	-2	4	14	·	13

17: C[C@H]1CN([C@@H](C)CO)C(=O)CCCn2cc(nn2)CO[C@H]1CN(C)Cc1ccccc1
18: C[C@H](CO)N1C[C@H](C)[C@@H](CN(C)C(=O)c2ccncc2)Oc2cc(/C=C/c3ccccc3)ccc2S1(=O)=O
19: C[C@@H]1CN([C@H](C)CO)C(=O)Cc2cc(NS(=O)(=O)c3ccc(Cl)cc3)ccc2O[C@H]1CN(C)Cc1ccccc1
20: O=C(Nc1cccc(Cl)c1)c1ccc(NCc2ccco2)c([N+](=O)[O-])c1
21: C[C@@H]1CCCCO[C@H](CN(C)S(=O)(=O)c2cccs2)[C@@H](C)CN([C@H](C)CO)C(=O)c2cc(NC(=O)C3CCCCC3)ccc2O1
22: CC(C)(C)OC(=O)CC[C@@]12N=C(c3ccc(OCCCO)cc3)O[C@@H]1c1ccccc1CN(Cc1ccccc1)C2=O
23: Cc1ccc(S(=O)(=O)N(C)C[C@H]2Oc3ccc(NC(=O)Nc4ccc(F)cc4)cc3CC(=O)N([C@@H](C)CO)C[C@@H]2C)cc1
24: Cc1c(-n2c(/C=C\c3ccc([N+](=O)[O-])o3)nc3ccccc3c2=O)c(=O)n(-c2ccccc2)n1C
Compound	17	18	19	20	21	22	23	24
STK33 kin inh	-5	·	-1	2	-3	1	0	-2
p53 PUMA act	4	-3	·	-1	·	·	·	-73

Shown as a markdown table: entries from further up.
| No. | SMILES | STK33 kin inh | p53 PUMA act |
| --- | --- | --- | --- |
| 23 | Cc1ccc(S(=O)(=O)N(C)C[C@H]2Oc3ccc(NC(=O)Nc4ccc(F)cc4)cc3CC(=O)N([C@@H](C)CO)C[C@@H]2C)cc1 | 0 | · |
| 22 | CC(C)(C)OC(=O)CC[C@@]12N=C(c3ccc(OCCCO)cc3)O[C@@H]1c1ccccc1CN(Cc1ccccc1)C2=O | 1 | · |
| 21 | C[C@@H]1CCCCO[C@H](CN(C)S(=O)(=O)c2cccs2)[C@@H](C)CN([C@H](C)CO)C(=O)c2cc(NC(=O)C3CCCCC3)ccc2O1 | -3 | · |
| 19 | C[C@@H]1CN([C@H](C)CO)C(=O)Cc2cc(NS(=O)(=O)c3ccc(Cl)cc3)ccc2O[C@H]1CN(C)Cc1ccccc1 | -1 | · |
| 24 | Cc1c(-n2c(/C=C\c3ccc([N+](=O)[O-])o3)nc3ccccc3c2=O)c(=O)n(-c2ccccc2)n1C | -2 | -73 |

Following part:
25: CC(C)NC(=O)N(C)C[C@H]1OCCCC[C@@H](C)Oc2ccc(NC(=O)CCC(F)(F)F)cc2C(=O)N([C@@H](C)CO)C[C@@H]1C
26: O=C(O)CCCC(=O)Nc1ccccc1
27: C[C@H]1CN([C@@H](C)CO)C(=O)Cc2cc(NC(=O)NC3CCCCC3)ccc2O[C@H]1CN(C)S(=O)(=O)c1cccs1
28: C[C@H]1CN([C@@H](C)CO)C(=O)c2cc(NC(=O)NC3CCCCC3)ccc2O[C@H]1CN(C)C(=O)Nc1ccc2c(c1)OCO2
29: COc1ccc(NC(=O)Nc2ccc3c(c2)CC(=O)N([C@H](C)CO)C[C@@H](C)[C@@H](CN(C)Cc2ccc(C(F)(F)F)cc2)O3)cc1
30: Cc1ccc([N+](=O)[O-])cc1NC(=O)CSc1nnc(-c2ccncc2)n1-c1ccccc1
31: C[C@@H]1CN([C@H](C)CO)C(=O)Cc2cc(NC(=O)Nc3ccc4c(c3)OCO4)ccc2O[C@H]1CN(C)S(=O)(=O)c1cccs1
32: Cc1ccc(NC(=O)CSc2nc3sc(C)c(C)c3c(=O)n2-c2ccc(C)c(C)c2)cc1
Compound	25	26	27	28	29	30	31	32
STK33 kin inh	·	-2	2	·	2	4	3	13
p53 PUMA act	0	11	13	8	·	-8	·	-10

Grouped by structure, the entries above with an aryl thioether with sulfur outside any ring.
12: Cn1c(CN2C(=O)CSc3ccc(C(F)(F)F)cc32)nnc1SCc1ccccc1
13: CCC(Sc1nc2ccccc2[nH]1)C(=O)Nc1ccc(NC(C)=O)cc1 (configuration not stated)
30: Cc1ccc([N+](=O)[O-])cc1NC(=O)CSc1nnc(-c2ccncc2)n1-c1ccccc1
32: Cc1ccc(NC(=O)CSc2nc3sc(C)c(C)c3c(=O)n2-c2ccc(C)c(C)c2)cc1
Compound	12	13	30	32
STK33 kin inh	·	6	4	13
p53 PUMA act	-2	4	-8	-10

Continuation.
33: C[C@H]1CN([C@@H](C)CO)C(=O)Cc2cc(NS(=O)(=O)c3ccc(Cl)cc3)ccc2O[C@H]1CN(C)S(=O)(=O)c1ccc(F)cc1
34: CCn1c(SCC(=O)N2CCOCC2)nnc1-c1c[nH]c2ccccc12
35: COc1ccc(S(=O)(=O)N(C)C[C@@H]2Oc3ccc(NS(=O)(=O)c4ccc(C)cc4)cc3CC(=O)N([C@@H](C)CO)C[C@@H]2C)cc1
36: CN(Cc1nc2ccccc2n1C)S(=O)(=O)c1ccc(F)cc1
37: C/C=C/c1cnc2c(c1)C(=O)N([C@H](C)CO)C[C@H](C)[C@H](CN(C)C(=O)Nc1ccccc1F)O2
38: C[C@@H]1CN([C@H](C)CO)C(=O)c2cccc(NS(=O)(=O)c3ccccc3)c2O[C@@H]1CN(C)C(=O)Nc1ccccc1
39: COc1ccc(C#Cc2cnc3c(c2)C(=O)N([C@H](C)CO)C[C@H](C)[C@H](CN(C)C)O3)cc1OC
40: COc1ccc(S(=O)(=O)N(C)C[C@@H]2Oc3ccc(NC(=O)CCN4CCOCC4)cc3C(=O)N([C@@H](C)CO)C[C@H]2C)cc1
Compound	33	34	35	36	37	38	39	40
STK33 kin inh	4	1	-3	-9	·	·	2	·
p53 PUMA act	·	10	·	6	6	2	·	-8

41: C=CCOC(=O)[C@@H]1[C@H]2C(=O)O[C@H](c3ccccc3)[C@H](c3ccccc3)N2[C@H](c2ccc(OCCOC(=O)[C@@H]3C[C@@H]4C(=O)NCC(=O)N4[C@@H]3c3ccc(O)cc3)cc2)[C@@]12C(=O)Nc1ccc(I)cc12
42: C[C@@H]1CN([C@@H](C)CO)C(=O)CCCn2cc(nn2)CO[C@H]1CN(C)C(=O)NC1CCCCC1
43: Cc1ccc(-c2csc3ncn(CC(=O)Nc4ccc(F)c(Cl)c4)c(=O)c23)cc1C
44: CC(C)NC(=O)N(C)C[C@H]1Oc2ccc(NS(=O)(=O)c3cccs3)cc2CC(=O)N([C@@H](C)CO)C[C@H]1C
45: C[C@@H]1CN([C@@H](C)CO)C(=O)c2cc(NC(=O)CCC(F)(F)F)ccc2O[C@H]1CN(C)C
46: Cc1cccc(OCC(=O)Nc2ccc(Cl)c(-c3nc4ccc(C)cc4o3)c2)c1
47: Cc1noc(C)c1S(=O)(=O)Nc1ccc2c(c1)CC(=O)N([C@H](C)CO)C[C@H](C)[C@@H](CN(C)S(=O)(=O)c1ccc(F)cc1)O2
48: C[C@@H]1CCCCO[C@H](CN(C)Cc2ccc3c(c2)OCO3)[C@@H](C)CN([C@H](C)CO)C(=O)c2cc(NS(=O)(=O)c3ccc(Cl)cc3)ccc2O1
Compound	41	42	43	44	45	46	47	48
STK33 kin inh	17	-3	1	2	·	1	·	2
p53 PUMA act	·	·	-6	4	3	34	8	·

49: C[C@@H]1CN([C@@H](C)CO)C(=O)Cc2cc(NS(C)(=O)=O)ccc2O[C@@H]1CN(C)Cc1ccc(C(F)(F)F)cc1
50: CCOc1ccc(NC(=O)CCNC(=O)c2cn(-c3cccc(OC)c3)c(=O)c3ccccc23)cc1
51: Cc1ccc(NC(=O)c2sc3ncn(CC(=O)Nc4cc(C(F)(F)F)ccc4Cl)c(=O)c3c2C)c(C)c1
52: CCOc1ccc(N(Cc2cc3ccc(C)cc3[nH]c2=O)S(C)(=O)=O)cc1
53: CCOC(=O)c1c(NC(=O)Cc2cccc(OC)c2)sc2c1CCCC2
54: CC1(C)C(=O)C=C[C@@]2(C)C1CC(=O)[C@]1(C)C2CC[C@@]2(C)[C@H](c3ccoc3)OC(=O)[C@H]3O[C@]321 (some centres not stated)
55: CC(=O)Oc1ccc(NC(=O)COc2ccccc2)c(C(=O)O)c1
56: COc1ccc(-n2c(C)nnc2SCC(=O)Nc2cccc(C(F)(F)F)c2)cc1
Compound	49	50	51	52	53	54	55	56
STK33 kin inh	0	-1	-2	2	14	7	-1	-5
p53 PUMA act	9	·	-2	-1	-6	·	5	10

57: C[C@H](CO)N1C[C@H](C)[C@H](CN(C)S(=O)(=O)c2cn(C)cn2)Oc2ccc(NC(=O)Nc3ccc4c(c3)OCO4)cc2CC1=O
58: C[C@@H]1CN([C@H](C)CO)C(=O)Cc2cc(NC(=O)Nc3ccccc3)ccc2O[C@H]1CN(C)C(=O)NC1CCCCC1
59: CC(C)NC(=O)N(C)C[C@H]1Oc2ccc(NC(=O)Nc3cccc4ccccc34)cc2C(=O)N([C@@H](C)CO)C[C@H]1C
60: CCOC(=O)c1c(NC(=O)c2ccccc2[N+](=O)[O-])sc2c1CCCCCC2
61: Nc1ccc(C(=O)CC2(O)C(=O)Nc3ccc(F)cc32)cc1 (configuration not stated)
62: CCOC(=O)N1CCN(C(=O)c2ccc3c(=O)n(CC4CCCO4)c(=S)[nH]c3c2)CC1 (configuration not stated)
63: C[C@@H]1CN([C@H](C)CO)C(=O)c2cc(NC(=O)c3ccncc3)ccc2O[C@H]1CN(C)S(=O)(=O)c1cccs1
64: CNC[C@H]1Oc2c(NC(=O)NC3CCCCC3)cccc2C(=O)N([C@@H](C)CO)C[C@@H]1C
Compound	57	58	59	60	61	62	63	64
STK33 kin inh	-2	-5	0	-2	0	-1	-1	·
p53 PUMA act	·	·	·	1	34	·	7	8

65: COc1ccc(NC(=O)CN(c2ccccc2F)S(C)(=O)=O)cc1Cl
66: C[C@@H]1O[C@@H](O[C@H]2[C@H](O[C@H]3CC[C@@]4(C)C(CC[C@]5(C)C4CC=C4C6CC(C)(C)CC[C@]6(C(=O)O[C@@H]6O[C@H](CO[C@@H]7O[C@H](CO)[C@@H](O[C@@H]8O[C@@H](C)[C@H](O)[C@@H](O)[C@H]8O)[C@H](O)[C@H]7O)[C@@H](O)[C@H](O)[C@H]6O)CC[C@]45C)[C@]3(C)CO)OC[C@H](O)[C@@H]2O)[C@H](O)[C@H](O)[C@H]1O (some centres not stated)
67: CC(C)NC(=O)N(C)C[C@@H]1Oc2ccc(NS(=O)(=O)c3ccc(F)cc3)cc2CC(=O)N([C@H](C)CO)C[C@@H]1C
68: Cc1nc(SCC(=O)Nc2cccc(F)c2)c2c(C)c(C)sc2n1
Compound	65	66	67	68
STK33 kin inh	2	2	-2	7
p53 PUMA act	-14	8	·	-1

Some of the compounds tested, so the mix of outcomes need not match the whole.
